E coli growth – reduces bacterial viability in AddAB counter-screen; E. coli V3065 growth, OD600 absorbance, 18 h; inhibition, % at 11.9 µM; actives 0.27% (n = 330,000); AID 449728;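 active = inhibition above the campaign's mean inhibition across all tested compounds plus 3 SD, cut at about 9.9% in these data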;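 note: uninfected addAB+ strain grown without phage in ampicillin broth; 0% = DMSO wells and 100% = ciprofloxacin 0.95 µg/ml wells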
CDK5 p35 inh – blocks human CDK5/p35 kinase activity; Recombinant CDK5/p35, ADP-Glo luminescence, 60 min; inhibition, % at 10 µM; actives 0.01% (n = 330,000);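 active = highest replicate inhibition of at least 50% and at least 75% of replicates reaching 50%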;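 note: plate controls were DMSO neutral control for no effect and GW8510 at 10 µM for full effect; many of its hits are not listed in these tables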
DAGLB inh – blocks human DAGLB lipase activity | Q8NCG7 | HEK293T DAGLB membrane lysate, EnzChek fluorogenic substrate | inhibition, % at 5.17 µM | actives 0.059% (n = 340,000); in the data active = inhibition above about 34%;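 note: 0% = enzyme with vehicle and 100% = wells lacking enzyme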
PKA-R2B activ – activators of human PKA-R2B complex | P22694+P31323 | PKA-R2B holoenzyme dissociation, Cy5-IP20 fluorescence polarization; R2B truncated from residue 108, S112A mutant; 0% DMSO only, 100% 113 µM cGMP | activation, % at 11.4 µM | actives 0.079% (n = 340,000) | AID 504700;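 active = activation above a cutoff set at the mean over all compounds plus 3 SD, cut at about 18% in these data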;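 note: higher means more holoenzyme dissociation and a rise in polarization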
Target sequence (P31323 whole entry, looked up, other chains not shown, the tested form may be a part): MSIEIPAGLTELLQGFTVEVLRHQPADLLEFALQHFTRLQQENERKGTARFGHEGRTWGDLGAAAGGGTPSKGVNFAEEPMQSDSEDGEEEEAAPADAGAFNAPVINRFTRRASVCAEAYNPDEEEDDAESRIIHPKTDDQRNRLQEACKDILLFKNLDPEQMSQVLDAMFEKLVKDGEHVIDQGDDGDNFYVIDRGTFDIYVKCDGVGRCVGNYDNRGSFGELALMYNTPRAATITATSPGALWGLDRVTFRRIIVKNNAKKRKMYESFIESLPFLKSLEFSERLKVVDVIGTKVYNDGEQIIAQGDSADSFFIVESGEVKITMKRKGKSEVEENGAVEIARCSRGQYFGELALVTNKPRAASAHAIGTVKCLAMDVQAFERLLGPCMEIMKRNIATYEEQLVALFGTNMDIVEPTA
HTR5A ag – counter-screen for OPRM1-OPRD1 agonists: human HTR5A agonism; HTR5A agonist assay, luminescence, cell-based; activation, % at 9.3 µM; actives 0.61% (n = 340,000); in the data active = activation mostly above about 9.5%, no sharp cut-off; inactive = mostly below about 7.6%;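 note: 0% = cells with vehicle only and 100% = reference agonist; strong numbers were not always called active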
Target sequence (P47898 whole entry, looked up): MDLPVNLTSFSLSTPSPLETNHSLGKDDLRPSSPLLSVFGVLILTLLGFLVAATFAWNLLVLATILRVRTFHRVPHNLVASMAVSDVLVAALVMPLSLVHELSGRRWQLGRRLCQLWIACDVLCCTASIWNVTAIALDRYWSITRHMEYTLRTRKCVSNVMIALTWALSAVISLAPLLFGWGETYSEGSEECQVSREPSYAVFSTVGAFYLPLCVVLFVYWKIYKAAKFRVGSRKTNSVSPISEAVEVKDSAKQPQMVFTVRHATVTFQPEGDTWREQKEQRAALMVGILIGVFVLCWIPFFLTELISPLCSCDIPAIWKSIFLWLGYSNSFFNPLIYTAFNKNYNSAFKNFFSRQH
SUMO Mot1 rescue – SUMOylation pathway inhibition by Mot1-301 growth rescue; AID 2716; actives 1% (n = 320,000); growth rescue, % at 18.8 µM; S. cerevisiae Mot1-301 growth rescue, ATP luminescence, 38.5C; percent above DMSO median, 100 means doubled;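 active = every valid replicate shows activation above 250% relative to neutral control wells; inactive = the rest, any valid replicate at or below 250%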;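 note: OY570 slx delta 5 strain wells were the positive control but not used for scaling; some compounds called inactive have numbers as strong as hits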
AddAB inh – less growth of phage-infected E. coli with AddAB; E. coli expressing H. pylori AddAB, absorbance growth; inhibition, % at 11.9 µM; actives 0.29% (n = 330,000); in the data active = inhibition above about 12%;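 note: 0% = vehicle wells of infected cells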
HTR5A inv ctr – inverse agonist of human HTR5A in OPRM1-OPRD1 counter-screen; P47898; HTR5A cell line, luminescence, inverse agonism; inhibition, % at 9.3 µM; actives 0.083% (n = 340,000); in the data active = inhibition mostly above about 23%, no sharp cut-off; inactive = mostly below about 18%;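 note: 0% = cells with DMSO and 100% = no-cell wells with DMSO; some compounds called inactive have numbers as strong as hits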
Tat transport – E. coli Tat transport inhibition; E. coli MC4100 TorA-mCherry Tat export, fluorescence; inhibition, % at 10 µM; actives 0.036% (n = 340,000);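 active = mean replicate inhibition at least 50% and at least half of replicates individually reaching 50%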;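 note: exported cargo escapes ClpAP degradation while cytoplasmic cargo is degraded and loses fluorescence; 0% = median of neutral control wells and 100% = median of NaSCN control wells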
PKA-R1A activ – activates the PKA-R1A holoenzyme complex; P00514+P68181; PKA-R1A dissociation, Cy5-IP20 fluorescence polarization; scaled: DMSO 0%, 113 µM cGMP 100%; activation, % at 11.4 µM; actives 0.083% (n = 340,000); AID 504707;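 active = percent activation above the mean of all tested compounds plus 3 SD, cut at about 19% in these data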;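 note: higher means more PKAc released from R1A so a rise in polarization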
phage Ecoli inh – E. coli growth loss with phage present; AID 651602; inhibition, % at 11.9 µM; growth absorbance; actives 0.26% (n = 360,000); in the data active = inhibition above about 11%
Active calls of the source: *; i = inactive; . = not tested or not shown. Compounds as they come; about 2.3% have a hit in one of these screens.

[1] CC1(c2ccc(C#N)cc2)NC(=O)N(CC(=O)Nc2cc(S(=O)(=O)N3CCOCC3)ccc2Cl)C1=O (stereo not given)
[2] CN(Cc1ccc(F)cc1)C(=O)c1cc(COc2ccc(F)cc2F)on1
[3] O=C(CN(C(=O)CCC(=O)Nc1nccs1)c1cccc(F)c1)NCc1ccc2c(c1)OCO2
[4] O=C(CSc1nnc(-c2ccccc2F)n1C1CC1)NCc1ccco1
[5] CC(=O)N(Cc1c(C#N)c2ccccc2n1C)c1ccccc1
[6] CCSC1=N/C(=C\c2cccnc2)C(=O)N1c1ccccc1
[7] Cc1ccc(NC(=O)NNS(=O)(=O)c2ccc(Br)cc2)cc1
[8] CCSC1=NCCN1C(=O)c1ccc(S(=O)(=O)N(C)C)cc1
entry no.	1	2	3	4	5	6	7	8
E coli growth	0.0	-0.2	-1.6	-2.1	2.2	0.8	-0.3	2.5
CDK5 p35 inh	0.0	0.5	-0.2	-1.6	-0.8	.	0.4	0.0
DAGLB inh	2	-1	-1	2	2	3	-1	0
PKA-R2B activ	5	4	5	-6	-1	-8	-16	-4
HTR5A ag	-3	-1	7	-6	0	-2	2	-2
SUMO Mot1 rescue	-6	23	-4	-17	1	369	4	-4
AddAB inh	-0.2	0.4	-2.0	-0.4	-0.6	-0.1	2.4	2.0
HTR5A inv ctr	15	-16	-37	15	-22	-4	-13	5
Tat transport	-20	1	11	3	3	11	-8	1
PKA-R1A activ	-5	1	5	-3	-2	-16	-9	-8
phage Ecoli inh	-0.3	4.0	0.5	0.5	1.0	4.1	1.9	4.6

[9] CC(=O)c1ccc(NC(=O)CN2CCN(c3ccccc3)CC2)cc1
[10] O=C(CSc1nccc(=O)[nH]1)NC1CCCc2ccccc21 (stereo not given)
[11] COc1ccc(Br)cc1CN(C)CC(=O)Nc1cccc(S(=O)(=O)N2CCCC2)c1
[12] COCCCN=C1NN=C(c2cc(C)n(Cc3ccco3)c2C)CS1
[13] COC(=O)[C@@H](NC(=O)c1ccccc1)[C@@H](C)O
[14] CC1=C2C3OC(=O)C(C)[C@@H]3CC[C@](C)(O)C2C2C3C4C5(C12)[C@H]1OC(=O)[C@@H](C)C1CC[C@]4(C)O[C@]5(C)[C@@H]3O (stereo not given in full)
[15] COc1ccccc1CCNC(=O)C(C)n1nc(C)c2c(C)n(-c3ccccc3)nc2c1=O (stereo not given)
[16] COc1ccc(CNC(=O)Nc2ccccc2)cc1
entry no.	9	10	11	12	13	14	15	16
E coli growth	-2.3	1.4	0.2	-1.8	-0.3	0.0	-1.0	0.7
CDK5 p35 inh	-0.8	-0.2	0.4	-0.1	-0.8	-0.4	0.9	7.6
DAGLB inh	-1	0	-3	2	-1	2	1	0
PKA-R2B activ	-11	-8	-1	1	-8	-3	-4	10
HTR5A ag	-5	0	-1	-1	10	-3	2	1
SUMO Mot1 rescue	-6	-1	7	14	-4	-21	-25	1
AddAB inh	-0.8	1.3	0.6	-2.3	2.6	2.2	3.7	-0.6
HTR5A inv ctr	19	-1	5	4	-8	7	-7	-1
Tat transport	8	0	2	0	-35	-7	-4	-3
PKA-R1A activ	-4	-8	1	3	-1	-6	-6	-1
phage Ecoli inh	0.9	0.4	-0.1	3.7	0.9	5.3	1.5	4.4

[17] CC(CC(=O)N1CCN(c2ccccc2F)CC1)c1ccccc1 (stereo not given)
[18] CC(=O)Nc1ccc(S(=O)(=O)NCc2ccc(C(=O)NCCN3CCCCCC3)cc2)cc1
[19] NC(=O)CSc1nnc(-c2ccccc2F)n1C1CC1
[20] CN(C)c1ccc(C=Nc2ccccc2)cc1
[21] CCN(CC)S(=O)(=O)c1ccc(F)c(C(=O)NCCCN2CCOCC2)c1
[22] Cc1ccc(C2SCC(=O)N2c2ccccc2)cc1 (stereo not given)
[23] COc1ccc(NC(=O)C2CCN(C(=O)[C@@H]3Cc4ccccc4CN3)CC2)cc1
[24] O=C(CSCc1ccccc1)Nc1ccc(Cl)cn1
entry no.	17	18	19	20	21	22	23	24
E coli growth	-0.7	-1.6	-0.9	0.2	-0.4	-3.0	-0.9	0.8
CDK5 p35 inh	-1.4	-0.5	0.5	-2.2	-0.7	0.4	2.3	3.0
DAGLB inh	-6	4	1	0	-1	1	2	-3
PKA-R2B activ	8	6	-4	4	-4	5	-3	13
HTR5A ag	3	4	5	4	1	2	-2	6
SUMO Mot1 rescue	-8	10	6	10	2	-22	7	25
AddAB inh	-1.8	-0.2	1.1	1.6	1.9	-0.5	2.4	1.4
HTR5A inv ctr	-12	6	-11	-8	-20	20	20	-16
Tat transport	1	2	-4	17	6	4	-11	0
PKA-R1A activ	6	-3	-5	-10	-7	-2	2	-13
phage Ecoli inh	1.0	1.5	0.9	1.9	3.5	2.6	2.2	.

[25] CCCc1cc(=O)[nH]c2nnc(SCC(=O)NC3CCCC3)n12
[26] COc1cc(C)c(Cl)cc1S(=O)(=O)NCc1ccccn1
[27] CCOc1cccc(OCCn2cnc3ccccc3c2=O)c1
[28] O=C1NCCNC(=O)c2ccccc2OCCOc2ccccc21
[29] Brc1ccccc1OCCCn1cnc2ccccc21
[30] O=C(c1ccccc1)c1coc2ccc(O)c(Cl)c12
[31] CC(C)(C)n1nnnc1C(c1ccccc1F)N(Cc1ccco1)CC1CCCO1 (stereo not given)
[32] O=C(c1ccc2c(=O)n(CCc3ccccc3)c(=O)[nH]c2c1)N1CCN(c2ccc(F)cc2)CC1
entry no.	25	26	27	28	29	30	31	32
E coli growth	-0.3	2.6	2.1	-0.5	2.4	0.1	-2.0	-0.3
CDK5 p35 inh	0.0	0.7	-0.2	-5.1	-0.6	0.4	1.4	-1.2
DAGLB inh	2	-4	-4	1	0	-4	-6	1
PKA-R2B activ	5	14	-1	-10	-10	-9	2	-3
HTR5A ag	1	2	1	-1	1	-1	5	10
SUMO Mot1 rescue	-1	8	-5	12	38	20	48	-1
AddAB inh	1.8	2.7	2.5	-0.3	1.0	1.6	-1.1	5.9
HTR5A inv ctr	-6	-8	22	2	-4	-10	-14	-25
Tat transport	-3	6	8	19	3	-9	-2	-6
PKA-R1A activ	8	-8	-12	-19	4	8	-2	5
phage Ecoli inh	1.8	1.3	4.8	1.2	-0.9	4.4	1.1	0.9

Compound profiles, from the list above. Values in the order: E coli growth | CDK5 p35 inh | DAGLB inh | PKA-R2B activ | HTR5A ag | SUMO Mot1 rescue | AddAB inh | HTR5A inv ctr | Tat transport | PKA-R1A activ | phage Ecoli inh
O=C(CSCc1ccccc1)Nc1ccc(Cl)cn1 across the screens: 0.8 | 3.0 | -3 | 13 | 6 | 25 | 1.4 | -16 | 0 | -13 | .
COc1ccccc1CCNC(=O)C(C)n1nc(C)c2c(C)n(-c3ccccc3)nc2c1=O (stereo not given) across the screens: -1.0 | 0.9 | 1 | -4 | 2 | -25 | 3.7 | -7 | -4 | -6 | 1.5

(further entries)
[33] CC(=O)c1ccc(N2Cc3ccccc3C2)cc1
[34] CC12CCC(C(=O)N3CCN(c4ncccn4)CC3)(c3nc4ccccc4nc31)C2(C)C (stereo not given)
[35] C=CCSC1=N/C(=C/c2ccsc2)C(=O)N1c1ccccc1
[36] O=C(COc1ccc(S(=O)(=O)N2CCOCC2)cc1Cl)N1CCOCC1
[37] COc1cc(CCNC(=O)c2cnn3ccccc23)cc(OC)c1OC
[38] O=S1(=O)CCN2C(=N1)SC1=C2CCN(Cc2ccccc2)C1
[39] c1ccc(CNc2ncnc3scc(-c4cccs4)c23)nc1
[40] COc1cc2c(cc1OC)CN(Cc1ccc(C)cc1)CC2
entry no.	33	34	35	36	37	38	39	40
E coli growth	-0.9	0.0	0.8	-0.4	-2.8	-1.3	-2.1	-2.1
CDK5 p35 inh	-4.5	1.0	2.9	-1.9	0.1	-0.7	-4.1	-0.3
DAGLB inh	2	-7	0	0	-1	0	-1	-1
PKA-R2B activ	4	-15	-8	-3	-6	1	-11	-5
HTR5A ag	3	4	1	3	3	4	2	-6
SUMO Mot1 rescue	12	-11	-13	1	i	138	-21	-9
AddAB inh	2.4	6.3	0.7	2.3	1.2	1.2	-0.2	6.7
HTR5A inv ctr	-33	-2	-2	-10	-8	-1	-6	-5
Tat transport	5	-13	12	-11	0	0	16	2
PKA-R1A activ	4	-6	-2	-7	7	1	6	-8
phage Ecoli inh	3.2	2.3	3.0	-3.4	1.9	3.0	1.9	2.0

[41] COc1ccc(NC(=O)CO/N=C2\CCCc3nonc32)cc1
[42] CSc1ccc(CN2CCN(Cc3ccc([N+](=O)[O-])cc3)CC2)cc1
[43] Cc1cc(OCC(=O)N(C(C)C)C(C)C)cc(C)c1Br
[44] CCC12C(=O)C(CC)(C(c3ccccc3)=C1c1ccccc1)[C@@H]1C(=O)N(c3ccccc3)C(=O)C12 (stereo not given in full)
[45] COc1ccc(NC(=O)CSCC(=O)N(C)Cc2ccc3c(c2)OCCO3)cc1
[46] CCCC/C(C)=N/NC(=O)Nc1ccccc1
[47] C=CCc1cccc2cc(NC(C)=O)c(=O)oc12
entry no.	41	42	43	44	45	46	47
E coli growth	-0.9	-0.4	0.0	-0.3	-0.7	1.2	-0.8
CDK5 p35 inh	-0.5	0.7	-0.3	-1.3	-0.6	-1.3	-1.9
DAGLB inh	2	-4	-10	-11	-1	5	1
PKA-R2B activ	0	10	-4	-8	-2	-5	-2
HTR5A ag	-2	0	-1	4	0	1	0
SUMO Mot1 rescue	-2	122	3	71	10	-4	-16
AddAB inh	2.5	1.2	0.5	0.2	1.2	1.0	-1.5
HTR5A inv ctr	8	3	2	-10	-8	-9	-8
Tat transport	21	-3	3	-7	5	0	2
PKA-R1A activ	2	-2	0	-15	6	-2	7
phage Ecoli inh	3.9	1.5	2.1	0.8	0.6	0.9	3.8

Two entries picked at random from those above, as already listed:
[47] C=CCc1cccc2cc(NC(C)=O)c(=O)oc12
[46] CCCC/C(C)=N/NC(=O)Nc1ccccc1
entry no.	47	46
E coli growth	-0.8	1.2
CDK5 p35 inh	-1.9	-1.3
DAGLB inh	1	5
PKA-R2B activ	-2	-5
HTR5A ag	0	1
SUMO Mot1 rescue	-16	-4
AddAB inh	-1.5	1.0
HTR5A inv ctr	-8	-9
Tat transport	2	0
PKA-R1A activ	7	-2
phage Ecoli inh	3.8	0.9
